Screens deposited in PubChem BioAssay by NMMLSC.
MEP2 TOR yeast = modulators of MEP2-GFP levels in yeast, primary screen, S. cerevisiae, multiplex flow cytometry, MLPCN library; S. cerevisiae MEP2-GFP strain, 3 h; 100% = DMSO control level; GFP response vs DMSO, % at 10 µM; 330,000 compounds, 0.51% hits;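 active means GFP response versus DMSO above a set limit, roughly screen mean plus 3 SD, cut at about 180% in these data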;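 further: median GFP fluorescence of the barcode-gated MEP2-GFP cells per well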
AGP1-GFP MLPCN = modulators of AGP1-GFP expression in yeast TOR pathway, primary screen, cell-based, multiplex flow cytometry, S. cerevisiae, MLPCN library; 3 h; GFP as percent of DMSO wells; 320,000 compounds, 0.02% hits; GFP response vs DMSO, % at 10 µM;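 active means GFP response relative to DMSO above a set limit, near screen average plus 3 SD, cut at about 150% in these data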;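 further: median GFP channel fluorescence of the gated AGP1 strain per well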
LAP4-GFP MLPCN = modulators of LAP4-GFP expression in yeast, primary screen, S. cerevisiae, multiplex flow cytometry, MLPCN library; 3 h; median GFP as percent of DMSO wells; GFP response vs DMSO, % at 10 µM; 320,000 compounds, 0.34% hits;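 active means GFP response vs DMSO above a set limit, about the screen mean plus 3 SD, cut at about 150% in these data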
CIT2-GFP yeast = modulators of CIT2-GFP expression in yeast, primary screen, S. cerevisiae, GFP fusion, multiplex flow cytometry, MLPCN library; S. cerevisiae CIT2-GFP strain, 3 h; 100 means same as DMSO wells; GFP response vs DMSO, % at 10 µM; 320,000 compounds, 0.065% hits; AID 2029, 2009;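 active means GFP response relative to DMSO above a set limit, near the screen mean plus 3 SD, cut at about 150% in these data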;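 further: ratio of well median GFP fluorescence to mean of DMSO wells on the plate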
VLA-4 inh = inhibition in human VLA-4 binding assay, primary screen, VLA-4 allosteric modulator project, MLPCN library, flow cytometry, VLA-4 expressing cells. Integrin alpha-4 (Homo sapiens), P13612. ligand binding flow cytometry. inhibition, % (about 7 µM as worked out from the volumes in the protocol). 330,000 compounds, 0.2% hits. AID 2557, 2010; in the data active means inhibition above about 50%
Target sequence (P13612 whole entry, looked up): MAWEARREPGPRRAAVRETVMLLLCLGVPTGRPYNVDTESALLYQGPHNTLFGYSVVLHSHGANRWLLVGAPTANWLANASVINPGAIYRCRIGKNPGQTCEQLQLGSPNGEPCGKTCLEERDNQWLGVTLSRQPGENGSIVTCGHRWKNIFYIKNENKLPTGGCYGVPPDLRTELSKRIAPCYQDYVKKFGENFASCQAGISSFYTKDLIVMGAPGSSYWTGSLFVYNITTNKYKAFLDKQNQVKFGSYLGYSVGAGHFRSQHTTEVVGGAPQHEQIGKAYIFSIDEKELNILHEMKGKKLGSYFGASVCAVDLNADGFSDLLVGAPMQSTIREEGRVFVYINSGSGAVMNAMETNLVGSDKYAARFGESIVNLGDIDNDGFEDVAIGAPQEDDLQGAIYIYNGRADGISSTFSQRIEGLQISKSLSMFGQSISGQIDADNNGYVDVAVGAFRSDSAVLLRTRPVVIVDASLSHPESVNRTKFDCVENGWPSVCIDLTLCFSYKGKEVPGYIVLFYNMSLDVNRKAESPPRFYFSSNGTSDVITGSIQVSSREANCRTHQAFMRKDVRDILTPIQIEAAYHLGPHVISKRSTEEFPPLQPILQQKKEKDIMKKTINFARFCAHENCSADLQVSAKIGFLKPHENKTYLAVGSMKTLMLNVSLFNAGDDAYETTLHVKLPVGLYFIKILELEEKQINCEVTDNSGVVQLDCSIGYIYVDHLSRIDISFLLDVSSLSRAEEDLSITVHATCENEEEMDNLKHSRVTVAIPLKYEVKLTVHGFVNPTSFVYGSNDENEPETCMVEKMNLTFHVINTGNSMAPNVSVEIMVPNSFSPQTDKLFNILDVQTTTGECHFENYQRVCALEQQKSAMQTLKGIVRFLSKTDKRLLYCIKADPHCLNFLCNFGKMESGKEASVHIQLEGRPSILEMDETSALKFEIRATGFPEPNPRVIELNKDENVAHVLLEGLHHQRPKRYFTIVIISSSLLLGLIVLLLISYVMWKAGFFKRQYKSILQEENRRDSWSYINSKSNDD
GRK2 aptamer HTS = compounds blocking aptamer binding on GRK2 – biochemical, human GRK2, bead flow cytometry, HTS, primary screen; FAM-aptamer displacement from GRK2; Beta-adrenergic receptor kinase 1 (Homo sapiens), P25098; inhibition of aptamer binding, % at 10 µM; 330,000 compounds, 0.59% hits;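 active means inhibition of aptamer binding above 40%, roughly 3 SD of noise, on plates passing a quality check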;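 further: median bead fluorescence of bound FAM aptamer so fluorescent compounds give negative values; no value below 0 was filed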
RPL19A-GFP yeast = RPL19A-GFP expression modulators in yeast, primary screen, cell-based, S. cerevisiae, multiplex flow cytometry, MLPCN | S. cerevisiae RPL19A-GFP strain, 3 h; hits give low values | percent response vs DMSO, % at 10 µM | 330,000 compounds, 0.3% hits | AID 2025, 2009;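 active means percent response vs DMSO below 50%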;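 further: median channel GFP fluorescence of the barcoded RPL19A-GFP strain; ratio of sample median GFP to plate DMSO average so 100% = DMSO; lower means less RPL19A-GFP as with rapamycin TOR inhibition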
Yeast superoxide = reduction of superoxide in aged yeast, primary screen, HTS; S. cerevisiae aged cells, superoxide DHE fluorescence; hits give low values; superoxide response (% of plate mean), % at 10 µM; 330,000 compounds, 0.18% hits; AID 2690, 2010;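 active means superoxide response under a set limit, about three screen SD below normal, cut at about 65% in these data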;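 further: yeast aged for seven days with compound at 30 °C before DHE staining; 100% = average MFI of all compound-treated wells on the plate with controls excluded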
Starred values were filed as active, the others as inactive; x = no result given.

Molecule,CIT2-GFP yeast,AGP1-GFP MLPCN,VLA-4 inh,GRK2 aptamer HTS,Yeast superoxide,MEP2 TOR yeast,RPL19A-GFP yeast,LAP4-GFP MLPCN
COc1ccc(CC2CCOC2=O)cc1 (stereo unspecified),103,110,5,1,105,108,102,116
Cn1nc(C(=O)NNC(=O)CCOc2ccc(C(C)(C)C)cc2)c2ccccc2c1=O,95,94,13,1,100,102,96,96
COC(=O)Nc1c(C)nn(Cc2ccccc2C)c1C,103,100,-2,4,89,93,97,92
COc1ccccc1NC(=O)Cn1c(=O)oc2cc(S(=O)(=O)N3CCCC3)ccc21,94,101,40,0,111,97,100,96
Cc1cccc(Nc2ncnc3ccc(Br)cc23)c1,104,96,8,1,114,103,101,98
c1ccc(-c2csc(-c3cccnc3)n2)cc1,91,93,23,1,105,95,98,120
Cc1ccccc1OCc1nc2c3cnn(C)c3ncn2n1,92,103,0,0,110,105,100,109
COc1cc(/C=N/NC(=O)c2ccc(N3CCCC3=O)cc2)ccc1O,118,104,-21,49*,98,96,111,62
O=C(C1CCC1)N1CCN(S(=O)(=O)c2cccc(F)c2)CC1,92,109,17,3,99,97,99,107
COc1cc(-c2cc(-c3ccccc3)nc(SCC(=O)O)c2C#N)cc(OC)c1OC,107,105,-5,2,95,110,122,111
COc1ccc(/C=C2\Oc3ccccc3C2=O)cc1,92,78,15,0,88,82,89,88
COc1ccc(NC(=O)CN(C)C(=O)c2cc(-c3ccc(Cl)cc3)nc3ccccc23)cc1,95,91,2,0,112,97,90,102
CCOC(=O)C1=C(Nc2ccc(Br)cc2)CC(C)(O)C(C(=O)OCC)C1c1ccccc1 (stereo unspecified),108,103,-16,1,85,102,100,100
CCCc1cc(=O)[nH]c(SCC(=O)N2CCN(c3ccccc3)CC2)n1,90,93,-1,0,80,93,91,91
C/C(CC(=O)NCc1ccco1)=N\NC(=O)CC#N,100,105,10,3,110,106,108,103
CC(=O)c1c(C)[nH]c(C(=O)NCCc2c[nH]c3ccccc23)c1C,100,100,1,5,87,105,100,101
O=C(NCCc1csc(-c2cccc(F)c2)n1)c1ccco1,97,96,18,3,102,102,102,105
Cc1cc(Cl)c(OCCCNC2CCCC2)c(Br)c1,105,99,10,0,121,109,103,102
Cc1cc(N(C)N)nc(NC(=O)NS(=O)(=O)c2ccccc2Cl)n1,104,107,23,0,92,103,98,103
CCC(=O)Nc1ccc(Cl)c(NC(=S)NC(=O)c2cc3ccccc3o2)c1,113,108,2,5,100,114,104,105

Brought forward from above: three compounds, then new ones.
Molecule,CIT2-GFP yeast,AGP1-GFP MLPCN,VLA-4 inh,GRK2 aptamer HTS,Yeast superoxide,MEP2 TOR yeast,RPL19A-GFP yeast,LAP4-GFP MLPCN
Cc1cc(Cl)c(OCCCNC2CCCC2)c(Br)c1,105,99,10,0,121,109,103,102
Cc1cc(N(C)N)nc(NC(=O)NS(=O)(=O)c2ccccc2Cl)n1,104,107,23,0,92,103,98,103
CCC(=O)Nc1ccc(Cl)c(NC(=S)NC(=O)c2cc3ccccc3o2)c1,113,108,2,5,100,114,104,105
O=[N+]([O-])c1cc(Br)cc(/C=N/n2cnnc2)c1O,123,82,5,0,120,106,110,137
COc1ccc(S(=O)(=O)N2CCCC2)c2ccccc12,99,89,-13,1,98,101,102,93
O=S(=O)(NCc1ccccc1)c1ccc(S(=O)(=O)N(Cc2ccccn2)C2CCCC2)cc1,102,110,11,1,104,110,103,101
NC(=O)c1ccc(NC(=O)CSC(=O)c2ccccc2)cc1,84,94,13,4,117,90,92,92
Cc1cc(/C=C2\C(=O)NN(c3ccccc3)C2=O)c(C)n1-c1ccccc1O,91,103,0,1,102,97,101,108
O=C(NP(=O)(N1CCOCC1)N1CCOCC1)C1=C(N2CCOCC2)/C(=C\c2ccccc2)CC1,88,98,1,4,110,100,101,104
N#CCCn1ccc(NC(=O)c2ccc(Cl)cc2)n1,104,106,-18,0,97,114,106,116
COc1ccc(-c2nn(C)c(=O)c3ccccc23)cc1NC(=O)Cn1nc(C)c2ccccc2c1=O,92,104,7,1,104,101,94,91
COc1cc2cnc(-c3cccnc3)cc2cc1OC,107,100,-5,0,96,102,102,98
COc1ccc(CCNC(=O)c2c(C)nn(CC(C)C)c2Cl)cc1OC,88,95,16,0,108,100,105,86
Cc1ccc(C)c(NC(=S)NCc2ccc3c(c2)OCO3)c1,x,106,-4,2,90,99,101,96
CCOC(=O)C1(Cc2cccc(Cl)c2)CCCN(C(=O)CCN2CCCC2=O)C1 (stereo unspecified),105,105,3,0,90,101,102,112
COc1cc(Cl)nn(-c2ccccc2)c1=O,112,106,-10,2,117,105,104,105
CCC(C)c1ccc(NC(=O)N2CCN(C(=O)C3CCCO3)CC2)cc1 (stereo unspecified),105,102,16,0,114,107,102,106
Cc1c(NC(=O)c2ccc3c(c2)C(=O)N(CC2CCCO2)C3=O)cccc1C(=O)O (stereo unspecified),101,98,-2,0,108,99,94,124
Clc1ccc2nc(CSc3ccccc3)cn2c1,100,103,-2,2,99,110,104,92
COCCOC(=O)C1=C(N)OC2=C(C(=O)CC(C)(C)C2)C1c1cccnc1 (stereo unspecified),88,99,-1,0,97,102,95,x
Nn1c(SCC(=O)Nc2ccc3c(c2)OCO3)nnc1C1CCCCC1,103,107,1,3,108,109,100,97
Cc1nc2sccn2c(=O)c1S(=O)(=O)Nc1cccc(Cl)c1C,96,101,0,0,113,98,95,113
O=C(C[C@@H]1C/C=C\C[C@H](NC(=O)OCC2c3ccccc3-c3ccccc32)C(=O)OC[C@@H]2CCCN2C1=O)NCCO,87,95,15,10,91,97,98,94
O=C(CSc1nnc(NC(=O)c2ccco2)s1)Nc1ccc(F)cc1,84,94,30,1,130,92,95,104
COc1ccccc1-c1nn2c(-c3ccco3)nnc2s1,94,84,2,0,88,93,96,107
Cc1nn(C)cc1CN(C)C(=O)c1nn2c(c1Cl)NC(c1cccs1)CC2C(F)(F)F (stereo unspecified),104,105,6,3,141,101,104,107
CC(C)(CNC(=O)CNC(=O)C1CCCCC1)N1CCOCC1,84,91,2,0,147,99,94,84
CCc1nn(CC(=O)NCCCN2CCN(CC)CC2)c(=O)c2cc3occc3n12,98,101,7,0,94,100,99,106
O=C(CC(c1ccccc1)(c1ccccc1)c1ccccc1)N[C@@H](Cc1ccc(O)cc1)C(=O)O,109,91,1,0,101,94,101,126
O=C(CCNC(=O)c1ccccc1)N/N=C/c1ccc([N+](=O)[O-])cc1,100,102,3,4,104,106,105,105
CCN(CC)CCCN1C(=O)C(O)=C(C(=O)c2cc3cccc(OC)c3o2)C1c1ccncc1 (stereo unspecified),96,95,-5,0,113,100,98,102
CN(C)S(=O)(=O)c1ccc(C(=O)OCCCN=C2NS(=O)(=O)c3ccccc32)cc1,94,99,38,5,108,107,102,103
CCC1(C)Cc2ccccc2-c2nc(SC)[nH]c(=O)c21 (stereo unspecified),95,93,25,1,88,105,101,91
COc1ccc([C@H]2[C@H](C(=O)OC(C)(C)C)N3N=Cc4ccccc4C3C23C(=O)c2ccccc2C3=O)cc1OC (stereo partly specified),113,91,-6,1,110,69,99,87
CC(=O)c1ccc(N2CCN(C(=S)NCc3ccco3)CC2)cc1,94,101,-11,3,99,96,98,107
CCCCN(C(=O)CSCC(=O)Nc1ccc(OC)cc1)c1c(N)n(Cc2ccccc2)c(=O)[nH]c1=O,94,97,-22,2,103,104,95,103
COc1cc(-c2nnc(Cn3cc(C(F)(F)F)ccc3=O)o2)cc(OC)c1OC,88,87,-6,2,95,89,92,86
COc1ccccc1OCC(=O)Nc1cc(C(F)(F)F)ccc1-n1cncn1,96,102,8,2,102,90,96,103
COc1ccc(C(C(=O)NC(C)(C)C)N(Cc2ccc(F)cc2)C(=O)CCC(=O)Nc2cc(C)on2)cc1 (stereo unspecified),110,99,-6,0,111,102,108,92
Cc1cccnc1NC(=O)c1ccc(Cl)c(S(=O)(=O)N2CCCCCC2)c1,99,100,-16,0,107,98,96,98
CCCCN(C(=O)C(C)Oc1ccc(Br)cc1)c1c(N)n(Cc2ccccc2)c(=O)[nH]c1=O (stereo unspecified),92,96,7,1,97,98,98,95
Cc1ccc(C(=O)NCC(=O)NCC(=O)OCc2ccc(F)cc2)cc1,x,91,-2,1,101,95,89,86
Clc1ccc(COc2cccc(CNCc3ccncc3)c2)cc1,95,100,7,2,110,99,98,104
Cc1occc1C(=O)NNC(=O)c1ccc(Br)o1,98,101,1,0,114,111,105,110
CCc1nc2ccccc2c(C(=O)OCC(=O)NCc2ccco2)c1C,114,105,-12,0,97,114,103,111
Cc1cnc(C(=O)OCC(=O)Nc2cc(S(=O)(=O)N3CCOCC3)ccc2Cl)cn1,106,99,-2,0,104,106,99,98
CCOc1ncccc1C(=O)OCC(=O)c1ccc(F)cc1,101,99,12,2,92,114,96,107
Cc1ccc(-c2cc(-c3ccccc3)c3c(N)c(S(C)(=O)=O)sc3n2)cc1,84,92,-8,2,94,107,98,101
c1ccc(Oc2ncnc3sccc23)cc1,104,99,-1,1,102,96,100,86
NS(=O)(=O)c1ccc(CNC(=O)/C=C/c2ccccc2[N+](=O)[O-])cc1,107,102,0,0,104,110,98,106
Cc1cc(C)cc(NC(=O)CCC(=O)Nc2nnc(C(F)(F)F)s2)c1,91,99,20,1,96,94,92,101
O=C(Nc1ccc(C(=O)N2CCCCC2)cc1)c1ccccc1Br,102,103,9,2,92,218*,103,152*
Cc1nn(Cc2c(F)c(F)c(F)c(F)c2F)c(C)c1NC(=O)c1cccc(COc2ccccc2Cl)c1,101,103,-6,1,90,97,95,101

The list continues:
Molecule,CIT2-GFP yeast,AGP1-GFP MLPCN,VLA-4 inh,GRK2 aptamer HTS,Yeast superoxide,MEP2 TOR yeast,RPL19A-GFP yeast,LAP4-GFP MLPCN
COc1ccc(CCNC(=O)C(=O)NCC2OCCN2C(=O)c2ccc(Cl)cc2)cc1 (stereo unspecified),106,117,6,0,91,106,101,143
CCOC(=O)c1ccccc1NC(=O)c1n[nH]c(=O)c2ccccc12,97,97,-9,2,107,96,102,90
Cc1cc2c(cc1S(=O)(=O)N1CCN(c3ccccc3F)CC1)OCC(=O)N2,91,90,4,0,89,96,103,67
COc1ccc(CC(C)N2CCN(c3ccccc3OC)CC2)cc1OC (stereo unspecified),108,98,-1,0,84,102,96,96
COc1ccc(N(CC(=O)NC2CCCCC2)S(=O)(=O)c2cccs2)cc1,106,107,-6,4,97,98,103,103
COc1cc(C(=O)N2CCN(c3ccccc3O)CC2)ccc1OCC(=O)N1CCOCC1,95,104,-6,0,78,99,98,102
O=C1Nc2cc(Cl)c(Cl)cc2N(O)N1c1ccc(Cl)c(Cl)c1,113,109,9,4,89,109,105,107
CC(C)(C)C(=O)/C=c1\[nH]c(=O)/c(=C\c2ccc(F)cc2)s1,92,107,3,0,95,96,104,107
CCOc1ccccc1N1CC(C(=O)Nc2nccs2)CC1=O (stereo unspecified),99,104,-1,0,98,106,101,104
CCC(C)(C(=O)NC1CCCCC1)N(Cc1ccco1)C(=O)Cc1cccs1 (stereo unspecified),84,93,-25,1,106,94,93,x
